# Screening data as filed in PubChem BioAssay.
# mcGAS inh: cyclic GMP-AMP synthase inhibitors, mouse, primary biochemical chemiluminescence | actives 0.15% (n = 160,000) | inhibition, % at 12.5 µM | recombinant cGAS, Kinase-Glo ATP depletion luminescence | Q8C6L5;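 also: 0% = negative control wells and 100% = reference inhibitor with no enzyme activity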
# NPYLR7 agonist: agonists of mosquito NPYLR7 receptor, primary screen, cell-based, Aedes aegypti, calcium fluorescence, mosquito biting behavior; HEK293T NPYLR7/Galpha15, GCaMP6s calcium fluorescence; activation, % at 10 µM; actives 0.15% (n = 270,000); AID 1259423, 2018; in the data active = activation above about 40%;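 also: 0% = vehicle and 100% = reference agonist at the receptor; some compounds past the cut are filed as inactive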
# hcGAS inh: Primary biochemical luminescence assay for human cyclic GMP-AMP synthase inhibitors; Q8N884; recombinant h-cGAS, ATP depletion, Kinase-Glo luminescence; inhibition, % at 12.5 µM; actives 0.081% (n = 290,000);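 also: 0% = vehicle reaction and 100% = reaction without DNA for no activity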
# Target sequence (Q8N884 whole entry, looked up): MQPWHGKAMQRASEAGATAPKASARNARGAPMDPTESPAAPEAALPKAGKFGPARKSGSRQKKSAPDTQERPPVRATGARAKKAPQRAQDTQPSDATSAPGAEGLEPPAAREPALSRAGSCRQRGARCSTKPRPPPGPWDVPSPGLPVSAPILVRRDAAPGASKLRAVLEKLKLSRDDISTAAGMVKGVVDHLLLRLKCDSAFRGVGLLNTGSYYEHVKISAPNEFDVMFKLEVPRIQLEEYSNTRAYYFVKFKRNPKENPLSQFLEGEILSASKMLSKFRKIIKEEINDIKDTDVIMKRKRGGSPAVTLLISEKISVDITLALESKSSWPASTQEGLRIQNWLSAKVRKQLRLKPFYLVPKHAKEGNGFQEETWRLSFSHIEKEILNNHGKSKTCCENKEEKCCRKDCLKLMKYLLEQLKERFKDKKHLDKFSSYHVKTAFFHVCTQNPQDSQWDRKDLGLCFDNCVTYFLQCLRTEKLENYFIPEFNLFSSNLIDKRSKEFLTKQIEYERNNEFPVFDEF
# Numbers without * were called inactive; . = no result given. Rule as the data show it, unless noted: active = inhibition above about 40%; inactive = the rest. The order is random (roughly 0.26% active in at least one column).
SMILES,mcGAS inh,NPYLR7 agonist,hcGAS inh
CCOc1ccccc1CN1CCN(C2CCCCCC2)CC1CCO (stereo not drawn),-6,-2,-2
CN(C)c1cccc(-c2cc(Nc3ccc(C(C)(C)C)cc3)ncn2)c1,.,7,0
COC(=O)C(C(=O)OC)=C(/C=C/C=C/N(C)C)N(C)C,.,-6,-7
COc1ccc2c(c1)C1(C)CCCc3c(O)c(-c4ccccc4)c(=O)n-2c31 (stereo not drawn),.,6,5
Cc1ccc(S(=O)(=O)Oc2cc(Cl)ccc2-c2nc3ncccc3o2)cc1,-5,22,-5
CC(C)(C)c1cc2nc(C(=O)NCc3ccncc3)cc(-c3ccccc3F)n2n1,-1,-9,1
CC(C)Cc1cc(C(=O)NCc2ccc(CN)cc2)n(C)n1,-11,35,-8
CN(CC1CC1)CC1CCN(C(=O)CCC2CCCCO2)C1 (stereo not drawn),.,0,-12
NC1CCCCN(c2cc(N3CCC(O)CC3)ncn2)C1 (stereo not drawn),-3,.,-8
CCCCN1C(=O)C(=Cc2c(NC)nc3c(C)cccn3c2=O)SC1=S,-14,1,-25
CCOC(=O)c1cnc2c(OC)ccc(OC)c2c1N1CCSCC1,.,8,-5
COc1cccc(C(=O)N2CCN(C(C(=O)NCc3ccccn3)C3CCCC3)CC2)c1 (stereo not drawn),-5,-8,-3
COc1ccc(C)cc1CN(C)Cn1ncc(Cl)c(Cl)c1=O,-4,-2,-5
Cc1ccccc1-c1onc(C)c1C(=O)NCc1cccc(F)c1F,-6,6,-2
COCCN(CCOC)C(=O)CSc1nc2ccccc2c(=O)n1C1CCCC1,-5,-5,1
CC(C)Cc1cc(C(=O)NC2CC(=O)N(C3CCCCCC3)C2)nc(=O)[nH]1 (stereo not drawn),.,11,-5
CC1(C)O[C@@H]2C[C@@](OCc3ccccc3F)(C(=O)NCc3ccco3)CC(OCc3cccc(F)c3F)[C@@H]2O1 (stereo partly drawn),-7,6,-1
CCCc1cc(=O)[nH]c(SCC(=O)CSc2nc(CCC)cc(=O)[nH]2)n1,.,-1,-6
O=C(CCC1CCN(C(=O)c2cn[nH]c2C2CCCCC2)CC1)NC1CC1,.,5,-6
Cc1nc2c(c(=O)[nH]1)CCN(C(=O)c1cc(-n3cccn3)ccc1Cl)C2,-19,19,-7

# Sorted by molar mass (rising): three of the compounds above.
SMILES,mcGAS inh,NPYLR7 agonist,hcGAS inh
CN(C)c1cccc(-c2cc(Nc3ccc(C(C)(C)C)cc3)ncn2)c1,.,7,0
CCOc1ccccc1CN1CCN(C2CCCCCC2)CC1CCO (stereo not drawn),-6,-2,-2
CC(C)(C)c1cc2nc(C(=O)NCc3ccncc3)cc(-c3ccccc3F)n2n1,-1,-9,1

# Back to the main list with the 2 entries that preceded the break.
SMILES,mcGAS inh,NPYLR7 agonist,hcGAS inh
O=C(CCC1CCN(C(=O)c2cn[nH]c2C2CCCCC2)CC1)NC1CC1,.,5,-6
Cc1nc2c(c(=O)[nH]1)CCN(C(=O)c1cc(-n3cccn3)ccc1Cl)C2,-19,19,-7
CCCCN(CC)C(=O)c1c(C(F)(F)F)nn(C2CCCN(C)C2)c1C (stereo not drawn),.,2,-4
O=C(Cc1ccc(F)cc1F)N1CCC2(CC1)OCc1cc(-c3cccc(F)c3)ccc1O2,-3,-3,0
CC(=O)N1CCN(Cc2nc(C3CC3)cs2)CC1,-10,-7,-2
CCS(=O)(=O)NCC1CN(c2ccc3c(c2)OCO3)C(=O)O1 (stereo not drawn),.,5,-3
CC(C)=CCC/C(C)=C/CNC(=O)Cc1ccccc1,1,-7,0
COCCNC(=O)C(NC(=O)c1ccc(OC)cc1)C1CCN(C(=O)Nc2cccc(Cl)c2)CC1 (stereo not drawn),-6,7,-8
O=S(=O)(NCc1ccccc1)NC1CCCN(c2ncccn2)C1 (stereo not drawn),.,6,-8
CCOCCOc1nc(-c2ccc(OC)cc2)n(-c2ccc(NC(=O)C(C)C)cc2)n1,-5,14,-4
CCn1cc(-c2c(-c3ccccc3)ncn2C(C)c2cnn(C)c2)c(C)n1 (stereo not drawn),-14,25,0
N#CCCN(CC1CC1)S(=O)(=O)Cc1cc(Cl)ccc1F,.,-1,-7
Cc1nc(CSCC(=O)NNC(=O)C23CC4CC(CC(C4)C2)C3)no1,-17,-2,-7
O=[N+]([O-])c1cccc(S(=O)(=O)N(OS(=O)(=O)c2ccc(Cl)cc2)c2ccccc2)c1,.,0,-8
CCNc1nc(C)c(C(=O)N(C)Cc2cnc(CC)s2)s1,.,-1,-6
COc1ccccc1NC(=O)c1cccc(Nc2nc(-c3ccccc3)c3cc(Br)ccc3n2)c1,-4,6,-5
O=C(Cn1cccnc1=O)Nc1ccc(N2CCCC2)cc1,.,2,-8
CCCC1C(=O)CC(C(C)C)C(C#N)(C#N)C1(C#N)C#N (stereo not drawn),.,13,1
CCOC(=O)c1c(NC(=O)c2ccccc2F)sc(C(=O)Nc2ccccc2F)c1C,.,-8,-5
Cc1nc(C(NC(=O)Nc2ncc(C)s2)c2ccccc2F)no1 (stereo not drawn),.,0,-4
COc1ccc(Nc2nc(N3CCCCC3)nc3[nH]ncc23)cc1,.,1,-12
Cc1ccccc1COc1cn(CC(=O)NCCc2ccccc2)c(CO)cc1=O,0,9,-2
O=[N+]([O-])c1ccc(CSc2nnc(C3CC3)n2C2CC2)cc1,-6,-1,-9
COCc1nc(C)nc(N2CCN(C(=O)NC(C)C)CC2)c1Cc1ccc(C)cc1,-3,.,-4
O=C(COc1ccccc1)Nc1ncc(N=Nc2cccc(C(F)(F)F)c2)s1,.,0,-3
CC1CN(c2cc(Oc3ccc(F)cc3Cl)ncn2)CCN1C(=O)CCc1ccccc1 (stereo not drawn),-5,8,-14
C=CCc1cc(Cl)ccc1OCCOCCC(C(=O)OCC)C(=O)OCC,-6,1,-15
CN1CCC(CN(CCc2ccccc2)Cc2ccccn2)CC1,-11,11,-7
Cc1cc(C)cc(NC(=O)COc2coc(CN3CCc4ccccc43)cc2=O)c1,-6,0,-4
Cc1oc2c(F)c(F)c(F)c(F)c2c1C(=O)NC1CCCCCC1,.,-9,-7
Cc1ccc(Cl)cc1Nc1nc(C(=O)N(CCC(=O)O)Cc2ccco2)cs1,.,24,-3
N#CC1=C(SCC(N)=O)NC(=O)C(C#N)C12CCCCC2 (stereo not drawn),2,5,5
Cn1cnnc1CCNC(=O)CC1C(=O)NCCN1Cc1cccc(F)c1 (stereo not drawn),-11,11,-7
Cc1cc(C)c(S(=O)(=O)NNc2c(F)c(F)c(F)c(F)c2F)c(C)c1,.,3,2
CSCCC(=O)N1CCCC(C(=O)Nc2ccc(-c3cccc(F)c3)cc2)C1 (stereo not drawn),.,12,-3
Cc1ccc(OCC(=O)Oc2coc(CSc3ncccn3)cc2=O)cc1,-8,-14,-4
Cc1cc(-n2c(C)cc(C(=O)CSc3[nH]c(=O)cc(C(F)(F)F)c3C#N)c2C)no1,-4,9,0
N#CC(=C(O)CSc1cccc[n+]1[O-])c1nc2ccccc2s1,-2,1,-1
COc1ccc(S(=O)(=O)N2CCN(C(=O)C3(c4ccc(F)cc4)CC3)CC2)cc1,-16,13,-11
c1ccc(-c2cn[nH]c2C2CCN(Cc3ccccn3)CC2)cc1,-18,1,-3
N#CCc1c(C#N)c(N)nc(N2CCN(CCO)CC2)c1C#N,.,7,3
CCc1nc2c(OCc3ccccc3)cccn2c1N(C)C(=O)C(C)C,-2,-6,-3
Cc1nc2nc[nH]c2cc1Br,.,11,0
C/C(=N\Nc1nc(-c2ccccc2)c(C)s1)c1ccccc1O,-2,-2,-5
O=C(c1ccc(CSc2ccc3ccccc3n2)cc1)N1CCCC1C1CCCCC1 (stereo not drawn),-5,5,-3
COCCNc1cc(C)nc2c(-c3ccccc3)cnn12,-9,-4,-7
O=C(c1cccs1)N1CCC(C(=O)N2CCN(C(=O)c3cccs3)CC2)CC1,-6,9,-8
CCN(CC)CCn1c2c(c(SCC(=O)Nc3nccs3)nc1=O)CCC2,-7,0,-2
CN(C)C(=O)c1c(NC(=O)c2ccco2)sc2c1CCCCC2,.,0,-15
CCOC(=O)C1=C(C)NC2=C(C(=O)CC(c3ccccc3)C2)C1c1ccccc1Cl (stereo not drawn),-2,5,-15
O=C(c1cn[nH]n1)N1CC(Oc2cccc(F)c2)C1,.,3,-7
CC1CCN(S(=O)(=O)c2ccc(-c3nc(C#N)c(NCc4ccccc4)o3)cc2)CC1,-9,0,-7
O=C(c1nccnc1C(=O)N1CC(c2cccnc2)C1)N1CCCCC1,-9,.,-3
COc1ccc(/C=C2\C(=O)N(c3ccc(Cl)c(C(=O)O)c3)N=C2C)cc1Br,-4,-8,-3
Cc1c(-c2ccccc2F)[nH]c2ccc(CNC3CCOCC3)cc12,.,4,-9
Nc1nn(C(=O)Cn2cccc(C(F)(F)F)c2=O)c2ccccc12,.,3,-8
CN=C1S/C(=C\c2cn(CC(=O)O)c3ccccc23)C(=O)N1C,.,-4,0
Nc1cccc(OCc2cccnc2)c1,.,2,-4
COCC1(C(=O)N2CCC(O)(c3ccc(F)cc3)CC2)CCC1,.,8,-5
COc1cn(CC(=O)N2CCCC2)c(CO)cc1=O,-7,4,-13
Cc1noc(C)c1COC(=O)C(O)c1ccc(Br)cc1 (stereo not drawn),.,-1,-6
CSc1ncc(CN2CCCC(CNS(=O)(=O)c3cccc4cccnc34)C2)cn1 (stereo not drawn),-10,8,-9
# Following part.
SMILES,mcGAS inh,NPYLR7 agonist,hcGAS inh
O=C(Cc1ccccc1)N1CCN(c2ncnc3c2nnn3-c2ccccc2)CC1,-8,-10,-8
Cc1cc(C)nc(N=C(N)Nc2cc(Cl)ccc2Cl)n1,.,-4,-3
COCCN(CC(=O)N(Cc1ccccc1)Cc1ccc(C)o1)C(=O)Nc1ccc(C)cc1,-4,3,-4
CCC(=O)C1=C(c2ccc(Cl)cc2)N(C(=O)CC)n2c(C)nnc2S1,.,11,8
CC(C)Cn1nccc1NC(=O)c1ccc(F)cc1Cl,.,2,-12
CCc1cccc2c(C(CC(=O)NC3CCN(Cc4ccccc4)CC3)c3ccc4c(c3)OCO4)c[nH]c12 (stereo not drawn),-6,-1,-9
CCOC(=O)c1cnc(-c2ccc(OC)c(OC)c2)nc1N(C)Cc1cc(OC)c(OC)c(OC)c1,-5,18,-7
Cc1cccc(N2CCN(CC(=O)NCC(F)(F)F)CC2C)c1 (stereo not drawn),.,-16,-1
CCC(CO)N(Cc1ccsc1)Cc1ccc2c(c1)CCO2 (stereo not drawn),-12,-1,-7
Nc1nc(CSc2nnc(NC3CC3)s2)nc(Nc2ccccc2)n1,.,10,-2
Cc1cnc(Cn2cnc(-c3ccccc3)c2-c2cc(C)[nH]n2)cn1,0,-1,-1
COC(=O)CCC(=O)Nc1cccc(-c2cccc(-c3ccc(OC)cc3)n2)c1,-5,5,-6
O=C1c2ccccc2C(=O)N1c1ccc(S(=O)(=O)Nc2ccc(F)cc2)cc1,-6,-2,-3
Cc1ccc2[nH]c3c(c2c1)CCCC3N1C(=O)c2c(F)ccc(F)c2C1=O (stereo not drawn),1,-7,0
O=C(c1cn(CCCc2ccccc2)nn1)N1CCC(C(O)c2cccs2)CC1 (stereo not drawn),-8,14,-7
Cc1ccccc1NC(=O)N1CCN(C(=O)c2cc3ccsc3n2Cc2ccc(F)cc2)CC1C (stereo not drawn),-3,-3,-3
Cc1nn(C)c(C)c1C(C)NC(=O)c1cccc(Cn2cccn2)c1 (stereo not drawn),.,-1,4
NC1(Cc2ccc(Cl)cc2)CCN(c2ncnc3[nH]ccc23)CC1,-12,3,-6
O=C(O)c1ccc(C2CCN(C(=O)Cc3cccnc3)C2)cc1 (stereo not drawn),.,6,-7
Cc1cc(NCc2ccc(N3CCCCC3)cc2)n2ncnc2n1,-16,18,-8

# Record cards, as listed above. Screens in order: mcGAS inh, NPYLR7 agonist, hcGAS inh
# CCCCN(CC)C(=O)c1c(C(F)(F)F)nn(C2CCCN(C)C2)c1C (stereo not drawn) reads ., 2, -4
# CCCCN1C(=O)C(=Cc2c(NC)nc3c(C)cccn3c2=O)SC1=S reads -14, 1, -25

# (more compounds)
SMILES,mcGAS inh,NPYLR7 agonist,hcGAS inh
O=S(=O)(Nc1cccc(F)c1)c1c(F)cc(F)cc1Br,-5,-2,-2
N#Cc1ccc(OCc2nc(-c3ccc(Br)o3)no2)cc1,.,-1,1
Cc1cc(C)c(C)c(S(=O)(=O)N2CC3(C)CC2CC(C)(C)C3)c1C (stereo not drawn),.,-1,1
CCOc1cnn(C)c(=O)c1Nc1cccc(C(=O)N2CCCCC2)c1,-3,5,9
O=c1nc2n(c3ccccc13)CCC2=CO,.,6,-11
COc1ccccc1CCNC(=O)COc1ccc(C)nc1[N+](=O)[O-],.,11,-1
O=C(c1cccc(C(F)(F)F)c1)N1CC(=O)N2CCc3c(F)cccc3C2C1 (stereo not drawn),-4,2,-1
Cc1ccccc1OCc1nc(CN(CCN2CCOCC2)C(=O)c2cccs2)cs1,-7,0,-6
C=CCOc1c(OC)ccc2c1CN(CC1CC1)C(=O)CCN2C(=O)C1CCC1,0,-2,3
O=C(CNc1ccc(F)c(Cl)c1)Nc1cccc(Cl)c1,.,-2,3

# Quoted at random: 6 compounds from above
SMILES,mcGAS inh,NPYLR7 agonist,hcGAS inh
N#Cc1ccc(OCc2nc(-c3ccc(Br)o3)no2)cc1,.,-1,1
O=S(=O)(Nc1cccc(F)c1)c1c(F)cc(F)cc1Br,-5,-2,-2
C=CCOc1c(OC)ccc2c1CN(CC1CC1)C(=O)CCN2C(=O)C1CCC1,0,-2,3
COc1ccccc1CCNC(=O)COc1ccc(C)nc1[N+](=O)[O-],.,11,-1
O=c1nc2n(c3ccccc13)CCC2=CO,.,6,-11
O=C(CNc1ccc(F)c(Cl)c1)Nc1cccc(Cl)c1,.,-2,3
